# HSP90 refold inh = HSP90 refolding inhibition in rabbit reticulocyte lysate; luciferase refolding luminescence, 3 h; inhibition, % at 5.6 µM; 0.91% of 290,000 active; AID 1789;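 active means inhibition above the screen-wide mean plus 3 SD, computed separately per campaign, cut at about 16% in these data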;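 further: 0% = DMSO wells and 100% = 60 µM geldanamycin wells; inhibitors lower the luminescence because luciferase stays unfolded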
# AI-2 QS modul = Vibrio harveyi AI-2 quorum sensing modulation; 0.4% of 300,000 active; activity change, % at 7.5 µM; Vibrio harveyi JMH597 AI-2 luminescence/OD600 ratio, 9 h; active compounds read low; strain lacks LuxN and CqsS sensors; 0 = neutral-control median; in the data active means activity change below about -75%, passing the limit was not always enough;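 further: luminescence divided by OD600 gain over 9 h not by final OD600 alone; inactives centre near 13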
# PolyA inh = yeast polyadenylation inhibition. 0.02% of 300,000 active. calls only at 12 µM. S. cerevisiae SKY197-pL101 polyadenylation reporter, beta-gal luminescence; efflux-impaired pdr1/pdr3 knockout yeast; score 100 = 6 SD above DMSO;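 active means lowest replicate activity score at least 50, where 100 means six control SD above control mean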;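 further: yeast exposed to compound for 9 h at 30 °C; higher score means more reporter readthrough which indicates perturbed polyadenylation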
# HSF1 activator = increases HSF-1 driven luciferase reporter signal | activation, % at 9 µM | 1.7% of 300,000 active | NIH3T3-HGL HSF-1 luciferase reporter, MG132, 8 h; 100% = twice DMSO control signal;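 active means mean replicate activation of at least 50% with a set share of replicates each reaching 50%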;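 further: 0% = median of the neutral control wells and 100% = twice that signal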
# HSF1 inh = HSF1 inhibition; NIH3T3-HGL HSE-luciferase, MG132-induced, luminescence 8 h; active compounds read low; activity change, negative = inhibition, % at 7.5 µM (by protocol); 0.77% of 300,000 active;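 active means more than half of replicate wells show activity change below -50%, luminescence cut by over half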;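 further: luciferase reports HSF-1 transcriptional activity via heat shock element; 0% = median of DMSO wells and -100% = zero luminescence signal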
# GSK3 alpha inh = blocks human GSK-3 alpha kinase; ADP-Glo luminescence, 60 min; P49840; 0.1% of 320,000 active; inhibition, % at 10 µM;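 in the data active means inhibition above about 50%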;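 further: GST-tagged GSK-3 alpha with peptide substrate and 25 µM ATP; 0% = DMSO neutral wells and 100% = GW8510 positive control wells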
# Target sequence (P49840 whole entry, looked up): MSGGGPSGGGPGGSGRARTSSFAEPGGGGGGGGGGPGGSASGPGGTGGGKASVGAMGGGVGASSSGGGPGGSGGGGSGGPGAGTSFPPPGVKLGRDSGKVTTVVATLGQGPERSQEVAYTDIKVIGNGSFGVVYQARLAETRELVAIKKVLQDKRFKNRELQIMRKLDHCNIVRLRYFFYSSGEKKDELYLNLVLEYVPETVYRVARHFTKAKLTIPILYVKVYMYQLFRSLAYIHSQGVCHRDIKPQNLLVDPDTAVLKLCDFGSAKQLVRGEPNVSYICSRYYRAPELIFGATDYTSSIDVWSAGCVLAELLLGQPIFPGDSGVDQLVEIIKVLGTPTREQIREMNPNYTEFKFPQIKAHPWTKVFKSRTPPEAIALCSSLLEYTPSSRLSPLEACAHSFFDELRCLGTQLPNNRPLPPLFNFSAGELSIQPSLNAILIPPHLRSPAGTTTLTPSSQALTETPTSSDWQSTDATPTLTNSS
# IEC-6 cytotox = kills IEC-6 intestinal cells in KLF5 counter-screen; IEC-6 cytotoxicity, luminescence viability; inhibition, % at 5 µM; 0.78% of 290,000 active; in the data active means inhibition above about 22%;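 further: 0% = plate median of test compound wells and 100% = cytotoxic reference compound wells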
# KLF5 inh = suppresses KLF5 promoter-driven expression | AID 1700 | 0.23% of 290,000 active | inhibition, % at 5 µM | DLD-1 KLF5 promoter-luciferase reporter, luminescence;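 active means inhibition above a per-plate limit of that plate's mean compound inhibition plus 3 SD, cut at about 60% in these data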;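 further: 0% = DMSO wells and 100% = LY294002 at 200 µM; higher means less KLF5 promoter-driven luciferase light; inactives centre near -14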
# GSK3beta inhib = inhibitors of human GSK3beta kinase. GST-GSK3beta kinase, ADP-Glo luminescence, 60 min; active compounds read low. activity score (negative = inhibition), % at 10 µM. 0.038% of 300,000 active. AID 2097;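 active means more than half of replicate wells score below -50%, meaning over 50% inhibition versus plate controls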;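 further: 0% = median DMSO wells and -100% = median GW8510 positive control wells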
# Target sequence (P49841 whole entry, looked up): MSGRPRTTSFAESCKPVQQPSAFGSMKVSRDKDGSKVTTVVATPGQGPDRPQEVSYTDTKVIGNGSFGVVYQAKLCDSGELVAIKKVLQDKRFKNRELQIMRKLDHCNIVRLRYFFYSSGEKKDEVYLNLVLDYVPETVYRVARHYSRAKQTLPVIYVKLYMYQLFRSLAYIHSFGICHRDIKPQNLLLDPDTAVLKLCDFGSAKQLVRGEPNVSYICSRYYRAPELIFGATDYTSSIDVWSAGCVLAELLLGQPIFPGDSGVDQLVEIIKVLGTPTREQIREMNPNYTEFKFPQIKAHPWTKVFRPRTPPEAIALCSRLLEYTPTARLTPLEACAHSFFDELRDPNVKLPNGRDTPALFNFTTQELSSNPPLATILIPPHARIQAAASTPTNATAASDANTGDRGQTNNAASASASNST
#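 Assay system: GST-fused GSK3beta enzyme, cell-free / Medium: Tris pH 7.5 buffer with MgCl2, DTT, BSA, heparin / Also added: peptide substrate plus 25 µM ATP (final) / Compound: 10 µM single point / Timing: kinase reaction with compound 60 min at room temperature / Detection: ADP-Glo luminescence / Benchmarks: DMSO neutral wells and GW8510 at 20 µM as positive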
# aSyn 5UTR inh = MLPCN primary screen, SNCA 5' untranslated region | AID 1813 | alpha-synuclein 5'UTR reporter, inhibitor activity | inhibition, % (tested at 7.5 µM) | 0.82% of 300,000 active; in the data active means inhibition above about 60%;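 further: H4 neuroglioblastoma cells stably carrying SNCA 5'UTR luciferase fusion; 0% = DMSO wells and 100% = positive control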
# An asterisk follows results filed as active; i = inactive; · = no result given. These rows are one share of the data; count on the stated rates, not on these rows.
SMILES,HSP90 refold inh,AI-2 QS modul,PolyA inh,HSF1 activator,HSF1 inh,GSK3 alpha inh,IEC-6 cytotox,KLF5 inh,GSK3beta inhib,aSyn 5UTR inh
CCC(=O)Nc1cccc(NC(C)=O)c1,-1.2,13.7,i,4.4,-4.7,·,-0.8,-6.3,5.1,15.1
CCCCN(C)C(=O)Cc1c(OC)ccc2cc(Br)ccc12,0.3,16.5,i,11.4,-6.2,0.1,-6.7,-26.7,0.4,-7.9
Cc1ccc(C)c(S(=O)(=O)N2CCN(C(=O)Cc3ccccc3)CC2)c1,·,23.2,i,8.1,-6.9,-0.7,·,·,-0.8,-2.1
Cc1cc(NS(=O)(=O)c2ccc(NC(=O)COc3ccccc3C(C)C)cc2)no1,1.3,41.2,i,-2.6,-1.1,-4.8,2.6,5.4,6.8,16.3
COc1cc(OC)c(NC(=O)[C@@H]2CCC(=O)N2C2OC(=O)c3c2ccc(OC)c3OC)cc1Cl (stereo partly specified),0.3,34.0,i,-2.4,-4.6,0.4,-1.6,-16.4,1.3,-5.7
CC(C)N(C(=O)CSc1nnnn1C1CCCC1)C(C)C,-2.5,-2.4,i,-11.7,-0.1,-0.3,-7.1,-19.8,1.3,-16.0
CC1(C)CC(=O)C2=C(C1)OC(c1cccs1)C(C#N)=C2N (stereo unspecified),-3.0,21.0,i,8.6,-0.9,2.9,-2.2,-15.9,-0.3,-8.0
Cc1c(OCc2ccc(C(=O)O)o2)ccc2c3c(c(=O)oc12)CCC3,49.6*,16.9,i,-2.1,-9.1,0.3,2.5,20.1,-1.1,8.2
c1ccc(CSc2cc3ccccc3[nH]2)cc1,·,-21.7,i,11.9,-3.6,2.3,·,·,-3.3,-132.3
CCc1ccc(-c2nc(CS(=O)CC(=O)NCCCN3CCOCC3)c(C)o2)cc1 (stereo unspecified),15.1,20.4,i,38.9,13.5,-3.1,0.9,-18.1,-0.7,9.2
CCSC1=N/C(=C\c2ccc(OC)cc2)C(=O)N1,-0.1,23.9,i,8.8,3.2,2.2,-12.2,-45.0,0.4,-19.4
CCOc1ccc(CN(C)C(C)C(=O)Nc2ccc([N+](=O)[O-])cc2Cl)cc1OC (stereo unspecified),0.7,21.2,i,8.7,6.8,-3.5,-0.2,7.6,6.5,35.4
COC(=O)c1c(C)oc(C)c1S(=O)(=O)N1CCCC1,8.0,24.5,i,-6.3,-1.5,0.9,-2.0,-57.2,4.8,-2.1
CCC1(c2ccc(F)cc2)NC(=O)N(CC(=O)N2CC(=O)Nc3ccccc32)C1=O (stereo unspecified),·,15.0,i,4.4,-3.3,1.8,·,·,3.0,-1.5
Cc1cc(NCc2ccccc2)n2ncnc2n1,0.3,9.5,i,-1.7,-4.0,-0.1,0.4,-13.7,1.2,-2.1
CCOc1ccc(C(=O)Nc2ccc3c(c2)OCCO3)cc1OC,-3.3,21.9,i,17.9,5.2,-1.0,2.9,-61.4,-1.3,-143.6
Cc1ccc(NC(=O)Cc2nc(CSc3nnc(-c4ccc5c(c4)OCO5)o3)cs2)cc1,-2.8,16.6,i,27.5,13.0,1.0,-2.3,-11.5,3.7,-76.8
O=C1CCC([N+](=O)[O-])C(c2ccccc2F)N1 (stereo unspecified),4.8,10.4,i,-14.6,-4.4,-0.8,2.6,-13.9,-1.8,-5.4
COc1cccc(C2C(C(=O)c3ccc(C)o3)=C(O)C(=O)N2CCN2CCOCC2)c1OC (stereo unspecified),-3.9,12.7,i,11.1,2.8,-2.2,5.0,-7.0,1.1,-0.2
Cc1cc(C)cc(NC(=O)CCc2c(C)nn(-c3ccc(N4CCCCC4)nn3)c2C)c1,-7.0,21.0,i,48.0,37.8,-0.9,-2.1,-95.5,2.1,-55.5
CC(Cc1c[nH]c2ccccc12)NC(N)=O (stereo unspecified),-1.3,8.0,i,3.3,-2.4,-0.2,0.6,-11.3,0.0,-18.0
COc1ccc(S(=O)(=O)N2CCCC(C(=O)NCc3ccccn3)C2)cc1Cl (stereo unspecified),0.9,27.0,i,16.5,-4.2,-0.6,-1.9,-22.1,-0.3,16.1
Nc1cc(C(=O)O)ccc1Nc1ccc(F)c(F)c1,6.3,·,·,·,·,0.6,-0.8,-17.5,·,·
Cc1nn(C)cc1CNC(=O)c1cccc(Cl)c1,2.0,19.4,i,1.7,1.2,-0.8,-8.0,-21.6,-2.3,16.3
Cc1cccc(N(CC(=O)NC2CCCC2)C(=O)c2csnn2)c1C,5.7,0.1,i,5.4,-6.8,-1.0,0.8,-18.8,-2.9,8.6
COc1ccc(OC)c(NC(=O)CN(c2ccc(C)cc2)S(=O)(=O)c2c(C)n[nH]c2C)c1,1.6,·,i,-6.5,4.2,1.0,6.5,1.1,-2.1,30.8
Cc1cc(C)nc(SCC(=O)c2ccc(F)cc2F)n1,2.4,-0.2,i,4.8,-11.0,-2.2,3.7,-48.6,-2.1,-16.7
COc1ccccc1/C=C/C(=O)NCC(=O)N1CCC(N(C)C2CCCC2)CC1,5.3,21.7,i,-1.8,-5.7,-1.0,4.9,15.2,-3.5,-17.3
CCOC(=O)c1ccc(NC(=O)CN2CCc3ccccc3C2)cc1,0.9,-2.0,i,-18.9,-4.4,-2.1,2.4,1.1,-3.2,-1.0
CCn1c(SCC(=O)Nc2nc(C)cs2)nnc1-c1cccnc1,5.3,·,i,-4.0,-0.5,-3.4,8.4,19.1,·,24.9
COc1ccc(C(C(=O)NC(C)(C)C)N(C(=O)Cn2nnc3ccccc32)c2cccc(C(C)=O)c2)cc1O (stereo unspecified),-2.9,11.7,i,-11.6,6.2,-0.3,3.7,-9.7,-3.1,-6.3
COc1cc(C(=O)O)nc2ccccc12,-3.2,10.0,i,-8.5,-11.6,-6.7,-1.8,-9.8,-1.4,-15.7
CN=c1c([N+](=O)[O-])nn(-c2ccc3c(c2)OCCO3)n1O,0.1,89.8,i,-9.1,-1.0,-0.9,12.9,-7.2,0.7,-43.7
COc1ccc(-c2ccc(-c3noc(-c4ccccc4OC)n3)c(OC)n2)cc1,1.7,10.9,i,-16.4,-1.8,10.6,8.5,-30.0,1.6,8.0
CC(C)CNC(=O)NC(=O)COC(=O)c1cccc(NS(=O)(=O)c2ccc(F)c(F)c2)c1,-0.3,16.8,i,15.1,7.4,-0.2,-0.8,7.8,-1.7,-9.4
CC(C)=CC(=O)Nc1ccc2c(c1)OCO2,6.0,14.9,·,-6.2,-3.0,2.2,-5.8,-116.5,3.7,-57.1
CN(CC(=O)Nc1ccccc1Br)C(=O)CCC1CCCC1,1.3,10.1,i,18.0,2.1,-1.0,8.8,10.5,1.1,-6.4
COc1ccc(CCNC(=O)C2CCN(S(=O)(=O)c3cnc[nH]3)CC2)cc1OC,2.5,27.1,i,6.8,-7.7,-0.4,-8.8,-13.6,-1.0,15.4
CCOC(=O)N1CCN(C(=O)c2ccccc2NC(=O)c2ccccc2Cl)CC1,-4.6,26.9,i,11.9,-2.4,-2.0,-1.6,-21.9,-4.5,-10.2
O=C(O)c1ccccc1S(=O)(=O)c1ccccc1CO,-1.2,7.7,i,3.8,-9.2,-8.6,-3.3,-23.4,-0.3,-6.0
O=C(/C=C/c1cccnc1)c1ccc(NC(=O)c2cccc(Br)c2)cc1,-0.9,6.7,i,19.0,-5.0,-2.7,1.1,-22.3,0.0,-103.2
COC(=O)c1ccc(COc2ccc(C#N)cc2)o1,-2.9,10.4,i,10.5,11.3,-0.2,-1.2,-55.7,3.5,-24.8
CC(NCC(O)COCc1cccs1)C1CC2CCC1C2 (stereo unspecified),3.3,5.4,i,-3.8,-8.2,-1.7,-1.9,-26.8,-0.9,2.9
Cc1nc(NCC2CCCO2)c2nnn(Cc3ccccc3)c2n1 (stereo unspecified),-2.7,19.8,i,20.3,4.8,-0.5,-2.8,-25.3,5.9,-7.0
COc1ccc(CCNC(=O)c2cccnc2)cc1,-3.5,9.8,i,-4.0,3.0,-2.3,2.2,-42.5,4.8,6.2
O=C(O)c1cc(-c2ccco2)nn1-c1ccc(Cl)cc1,-0.4,0.8,i,-1.7,-10.1,·,-19.1,-6.7,2.7,16.9
Fc1ccc(-n2c(-c3cccs3)nc3nc4ccccc4nc32)cc1,-4.9,22.9,i,2.8,-1.5,-6.1,3.0,-18.8,-4.4,12.0
O=C(Cc1cccc(C(F)(F)F)c1)NCc1cccc(Cl)c1,3.2,1.4,i,2.6,0.5,-1.3,6.9,-19.5,-0.9,27.9
Cn1c(Cc2nc3ccccc3n2C)nc2ccccc21,·,0.5,i,-0.1,-12.3,-1.6,·,·,1.8,-28.4
Cc1cc(S(=O)(=O)N(Cc2ccccc2Cl)c2ccc3c(c2)CCC3)ccc1-n1cnnn1,-4.5,11.3,i,0.8,4.0,-1.6,-4.1,-0.7,-1.2,16.0
C=CCn1c(CCSCc2ccccc2)n[nH]c1=S,-2.8,-4.5,i,-20.4,-1.4,0.2,4.3,-12.8,2.2,22.0
CCCCN1C(=O)/C(=C2/Sc3ccc(Cl)cc3N2CC)SC1=S,0.4,11.1,i,-13.4,-6.1,-0.4,3.5,-16.6,1.1,0.9
COc1ccc(C=O)cc1OS(=O)(=O)c1ccc(NC(C)=O)cc1,-1.1,17.5,i,9.8,-4.6,-0.6,9.9,26.5,0.3,16.5
CCCCC(=O)NC(Nc1ccc(C)cn1)(C(=O)OCC)C(F)(F)F (stereo unspecified),4.0,16.3,i,-8.9,-1.8,-0.4,1.6,-12.3,-1.0,5.0
CCN1CCN(c2nc3ccccn3c(=O)c2C=O)CC1,-2.3,14.4,i,-6.7,1.1,0.5,-0.5,-30.5,-0.5,0.0
CCC[C@@H]1CCCO[C@@](C(=O)NCc2cc(C)n(C)n2)(C(F)(F)F)C1,·,9.9,i,1.5,-2.2,-3.3,·,·,-1.8,2.0
